Luc counter: Counterscreen for Luciferase (Kinase-Glo TM) Inhibition | Kinase-Glo luciferase, ATP luminescence, 8 min | Potency, µM (doses to about 38.3 µM), inactives show at the highest dose activity change, negative = inhibition, usual class: inhibitors | 200,000 tested, 0.28% active | AID 1379, 2008; further: potency means the concentration at half of the fitted maximal effect; on the % scale 0 is the no-effect control and ±100 the full control effect; nearly all actives have a fitted effect of over 60% in size
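Kinase-Glo luciferase light output from ATP and luciferin was measured with 10 uM ATP, within the enzyme's linear range. Buffer: 50 mM imidazole pH 7.2, 50 mM KCl, 7 mM MgCl2, 0.01% Tween 20, 0.05% BSA; luminescence read after 8 min at ambient temperature.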
NPSR antagonist: qHTS Assay for Antagonists of the Neuropeptide S Receptor: cAMP Signal Transduction; Q6W5P4; CHO-NPSR cells, cAMP TR-FRET, antagonist mode; 220,000 tested, 1% active; Potency, µM (titrated, usually from 38.3 µM), inactives show top-dose activity change, negative = inhibition, hits mostly inhibitors; further: potency means the concentration at half of the fitted maximal effect; on the % scale 0 is the no-effect control and ±100 the full control effect; nearly all actives have a fitted effect of over 50% in size; many of its hits are not listed in these tables
Target sequence (Q6W5P4 whole entry, looked up): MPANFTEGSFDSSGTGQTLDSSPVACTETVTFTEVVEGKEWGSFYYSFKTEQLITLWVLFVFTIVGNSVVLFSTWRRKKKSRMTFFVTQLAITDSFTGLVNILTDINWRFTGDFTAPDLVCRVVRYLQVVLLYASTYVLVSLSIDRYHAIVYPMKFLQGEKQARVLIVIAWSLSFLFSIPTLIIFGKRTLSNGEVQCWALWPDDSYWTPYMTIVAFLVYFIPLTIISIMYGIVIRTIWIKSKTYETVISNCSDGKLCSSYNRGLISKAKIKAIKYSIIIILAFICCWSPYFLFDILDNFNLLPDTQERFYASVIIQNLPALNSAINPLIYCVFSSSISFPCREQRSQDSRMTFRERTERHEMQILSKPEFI
HTT aggregate: qHTS Multiplex Assay to Identify Dual Action Probes in a Cell Model of Huntington: Aggregate Formation (GFP); PC12 HttQ103-GFP aggregates, Acumen cytometry, 40 h; Potency, µM (highest dose often 46.1 µM), for the others: at the highest dose activity change, negative = inhibition, actives largely listed as inhibitors; 220,000 tested, 1.1% active; further: potency means the concentration at half of the fitted maximal effect; on the % scale 0 is the no-effect control and ±100 the full control effect; nearly all actives have a fitted effect of over 60% in size
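Using laser scanning cytometry, GFP-positive aggregates were counted after lysis of PC12 cells induced with 100 nM tebufenozide to express HTT exon 1 Q103–GFP. Compounds were tested in titration.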
CBFb-RUNX1 inh: qHTS Assay for Compounds Blocking the Interaction Between CBF-beta and RUNX1 for the Treatment of Acute Myeloid Leukemia; Runt-related transcription factor 1 (Homo sapiens) + Core-binding factor subunit beta …; AlphaScreen CBFb-His/RUNX1-biotin binding, biochemical; Potency, µM (doses to about 59.8 µM), inactives show top-dose activity, negative = inhibition, actives largely listed as inhibitors; 230,000 tested, under 10 active; further: % of control where 0% means no effect
Target sequence (Q01196 whole entry, looked up): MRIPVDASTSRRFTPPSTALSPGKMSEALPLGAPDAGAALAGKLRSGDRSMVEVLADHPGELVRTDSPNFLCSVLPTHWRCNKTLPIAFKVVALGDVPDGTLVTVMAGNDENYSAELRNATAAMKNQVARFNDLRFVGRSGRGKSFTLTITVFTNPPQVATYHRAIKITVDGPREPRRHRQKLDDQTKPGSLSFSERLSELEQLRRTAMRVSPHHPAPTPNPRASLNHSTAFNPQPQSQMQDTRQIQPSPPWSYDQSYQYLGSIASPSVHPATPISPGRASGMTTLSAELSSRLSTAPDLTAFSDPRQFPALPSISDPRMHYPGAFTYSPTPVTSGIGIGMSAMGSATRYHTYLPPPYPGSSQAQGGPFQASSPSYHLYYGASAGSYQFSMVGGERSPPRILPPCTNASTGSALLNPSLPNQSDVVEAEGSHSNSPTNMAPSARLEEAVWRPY
Target sequence (Q13951 whole entry, looked up): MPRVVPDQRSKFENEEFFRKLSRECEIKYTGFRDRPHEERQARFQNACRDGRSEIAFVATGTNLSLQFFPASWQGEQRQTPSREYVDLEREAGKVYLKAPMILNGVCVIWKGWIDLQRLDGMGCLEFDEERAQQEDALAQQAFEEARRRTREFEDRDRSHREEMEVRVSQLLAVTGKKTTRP
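AlphaScreen binding: CBFb-His and RUNX1-biotin (30 nM each) preincubated 20 min, compound added for 15 min, then nickel and streptavidin beads for 90 min, all at room temperature. Disruption of the interaction by any mechanism counts as activity.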
L3MBTL1 inh: qHTS Assay for the Inhibitors of L3MBTL1. Potency, µM (titrated, usually from 57.1 µM), for the others: at the highest dose activity, negative = inhibition, most hits filed as inhibitors. Lethal(3)malignant brain tumor-like protein 1 (Homo sapiens), Q9Y468. AlphaScreen L3MBTL1–H3K9me1 peptide binding. 230,000 tested, 0.66% active; further: potency means the concentration at half of the fitted maximal effect; on the % scale 0 is the no-effect control and ±100 the full control effect; nearly all actives have a fitted effect of over 60% in size
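AlphaScreen assay: L3MBTL1 (50 nM final) was preincubated 30 min at room temperature with biotinylated H3(1-15)K9me1 peptide (75 nM final), then 30 min with library compounds; streptavidin donor and nickel chelate acceptor beads (10 ug/mL final) added, 30 min dark.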
Epigenetic reg: Quantitative High-Throughput Screen for Regulators of Epigenetic Control | Potency, µM (top dose mostly 53.9 µM), for the others: top-dose GFP activation, hits mostly activators | murine LDR cells, GFP reporter derepression, 30 h | 280,000 tested, 0.2% active; further: potency means the concentration at half of the fitted maximal effect; % of control where 0% means no effect; nearly all actives have a fitted effect of over 60% in size
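Murine LDR cells carrying a silenced, genomically integrated CMV-driven GFP reporter were exposed to compound for 30 hours at 37 C. After PBS washes, GFP-positive cells (20–120 um objects) were counted by laser-scanning microplate cytometry.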
IMPase Li cell: qHTS Assay for Identifying the Cell-Membrane Permeable IMPase Inhibitors: Potentiation with Lithium; 210,000 tested, 0.35% active; Potency, µM (series often up to 59.4 µM), for inactives: at the top dose activity, negative = IMPase inhibition, most hits filed as inhibitors; AID 1457, 2008; CHO-M1 cells, IP1 TR-FRET (IP-One), carbachol + lithium;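 further: IP1 builds up when IMPase is blocked and the TR-FRET signal falls; potency means the concentration at half of the fitted maximal effect; plate controls were basal vehicle for no effect and high inhibitor control for full effect; nearly all actives have a fitted effect of over 50% in size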
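Steps: plate 2000 CHO-M1 cells per well and culture 16–30 h; add compound and lithium; incubate 30 min, 37C; add d2-IP1 tracer and Eu cryptate anti-IP1 antibody in lysis buffer; read after 10 min at room temperature.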
The depositor's hits bear a star; ? = inconclusive; nt = no result given; [ ] = another dose, or the depositor's remark. The call rests on the fitted dose curve; in most records, active means well fitted curve in the direction sought with a large enough effect; inconclusive means small, poorly fitted or top-dose-only effect, or another doubt; inactive means no such curve, though single readings can be large; an effect the other way counts as inactive or inconclusive. Only part of the results is shown; count on the stated rates, not on these rows.

smiles | Luc counter | NPSR antagonist | HTT aggregate | CBFb-RUNX1 inh | L3MBTL1 inh | Epigenetic reg | IMPase Li cell
COc1ccc2c(c1)c(C(=O)CN1CCc3ccccc3C1)c(C)n2C | nt | 25.4%[7.67 µM] | -4.7%[9.22 µM] | -0.5% | -2.5% | 1.1% | nt
Cc1noc(C)c1COC(=O)c1cnc(Cl)c(Cl)c1 | -0.5% | -3.6% | -27.5% | 13.6% | ? | 3.2% | 6.1%
C/C(=N/NC(=O)c1cc(C2CC2)[nH]n1)c1cccs1 | ? | -7.3%[46.1 µM] | 3.3% | 3.8% | nt | -0.2% | -16.9%[38.3 µM]
CC1(C)N=C(c2cccs2)C(C)(C)N1O | -3.6% | 6.7%[46.1 µM] | 27.5% | -1.1% | -0.8% | 1.8% | 1.9%[38.3 µM]
O=C(Nc1nc(-c2ccc3c(c2)OCO3)cs1)C1COc2ccccc2O1 (stereo unspecified) | 0.5% | -14.8%[46.1 µM] | -9.6% | 7.7% | -11.5% | 0.0% | 48.1%[activator][38.3 µM]
COC(=O)c1[nH]c2cc(OC)ccc2c1NC(=O)CN1CCOCC1 | 1.5% | -5.4% | -5.3% | 1.1% | ? | 1.0% | 5.3%
O=P1(O)Oc2c(-c3ccccc3)cc3ccccc3c2-c2c(c(-c3ccccc3)cc3ccccc23)O1 | -0.8% | nt | nt | -5.5% | nt | -0.3% | 5.3%
CCCCCCn1cnc2c(c1=O)c1nc3ccccc3nc1n2Cc1cccs1 | 10.9% | -12.3%[46.1 µM] | -5.0% | 2.4% | 0.1% | -3.0% | 2.8%[38.3 µM]

Ordered by heavy-atom count (smallest number first): some entries from above.
smiles | Luc counter | NPSR antagonist | HTT aggregate | CBFb-RUNX1 inh | L3MBTL1 inh | Epigenetic reg | IMPase Li cell
Cc1noc(C)c1COC(=O)c1cnc(Cl)c(Cl)c1 | -0.5% | -3.6% | -27.5% | 13.6% | ? | 3.2% | 6.1%
COC(=O)c1[nH]c2cc(OC)ccc2c1NC(=O)CN1CCOCC1 | 1.5% | -5.4% | -5.3% | 1.1% | ? | 1.0% | 5.3%
COc1ccc2c(c1)c(C(=O)CN1CCc3ccccc3C1)c(C)n2C | nt | 25.4%[7.67 µM] | -4.7%[9.22 µM] | -0.5% | -2.5% | 1.1% | nt

Continued:
smiles | Luc counter | NPSR antagonist | HTT aggregate | CBFb-RUNX1 inh | L3MBTL1 inh | Epigenetic reg | IMPase Li cell
NC(=O)c1cccc(S(=O)(=O)N2CC(c3ccccc3)CC2=O)c1 (stereo unspecified) | -1.3% | 8.1%[46.1 µM] | -4.9% | 7.3% | -1.7% | 1.7% | 8.4%[38.3 µM]
O=S(=O)(Nc1ccccn1)c1cccc(S(=O)(=O)c2ccc(Cl)cc2)c1 | -0.8% | -0.7% | ? | -2.5% | -1.1% | -0.6% | 2.4%
Cc1nc(N2CCN(C(=O)CCC(=O)O)CC2)c2c(C)c(C)sc2n1 | 2.1% | -1.1%[46.1 µM] | -24.1% | 0.9% | nt | 0.0% | 15.9%[38.3 µM]
O=C1Cc2ccccc2C(=O)N1CCc1ccccc1 | 0.7% | 3.7%[46.1 µM] | 13.1% | 1.5% | -13.7% | 0.8% | 6.6%[38.3 µM]
COc1ccc2cc3cc(C(=O)Nc4cc(OC)c(OC)c(OC)c4)oc3nc2c1 | 0.3% | -5.8%[46.1 µM] | 19.0% | -5.1% | nt | -1.4% | -6.0%[38.3 µM]
CCC(C)Cn1c(S(=O)(=O)O)nc2ccccc21 (stereo unspecified) | 3.3% | 5.7%[46.1 µM] | -9.0% | 6.1% | 5.9% | 2.4% | 0.4%
CC(C)Cn1ccc(=O)n(CC(C)C)c1=O | 6.9% | 12.7% | -4.0% | 1.3% | -4.4% | -1.0% | 1.3%
O=c1[nH][nH]c(-c2ccccc2)c1C=Nc1ccccc1 | 4.1% | -3.7%[46.1 µM] | 23.1% | 5.1% | -2.1% | 0.0% | 15.7%[38.3 µM]
C=CCNC(=O)c1ccccc1NC(=O)Nc1ccccc1 | -17.3% | 0.7%[46.1 µM] | -2.5% | 6.2% | -0.5%[11.4 µM] | -2.1% | 19.1%[38.3 µM]
CN(Cc1ccon1)Cc1cn(C)nc1-c1ccc2c(c1)OCCO2 | -1.1% | -17.2% | -4.8%[9.22 µM] | 3.4% | 4.8% | -0.1% | 3.1%
CC(=O)NC(N1CCCCC1)C(F)(F)C(F)(F)C(F)(F)C(F)F (stereo unspecified) | -4.1% | -16.1%[46.1 µM] | -9.6% | -3.0% | 2.7% | 1.6% | -6.2%[38.3 µM]
OC(COc1ccc2ccccc2c1)CN1CCCC1 (stereo unspecified) | -0.5% | 19.7%[46.1 µM] | -5.5% | -0.9% | 2.0% | -0.7% | -1.0%[38.3 µM]
CC(C)(C)c1ccc(NC(=O)Nc2ccc3ccccc3n2)cc1 | nt | -6.8% | -0.8%[9.22 µM] | 2.8% | 3.0% | 0.0% | nt
COc1ccccc1-c1nc2ccccc2nc1-c1ccccc1OC | 0.7% | -16.8% | 5.3% | 4.8% | 2.1% | 3.0% | 6.8%
CC(=O)c1c(C)[nH]c(C(=O)COC(=O)CN(C)S(=O)(=O)c2ccc(Cl)cc2)c1C | 0.4% | -16.5%[46.1 µM] | -0.8% | -1.9% | nt | -0.7% | 22.7%[38.3 µM]
CCCc1nc(SCC(=O)NNC(=O)C2CCCCC2)c2ccccc2n1 | -2.8% | -7.4%[46.1 µM] | -3.0% | 3.7% | -0.6% | 4.2% | ?
Cc1cc(NC(=O)Cn2cnc3c(cnn3C(C)(C)C)c2=O)no1 | -0.4% | 15.1%[46.1 µM] | -13.6% | 2.0% | 1.1% | 1.2% | -3.5%
COC[C@@H](O)[C@@H](OC)[C@H](OC)[C@H](Cc1c(OC)cc(OC)cc1OC)OC | 0.2% | nt | nt | -10.2% | nt | -1.1% | 9.1%
CCOc1cccc(N2C(=O)CC(N3CCC(C(N)=O)(N4CCCCC4)CC3)C2=O)c1 (stereo unspecified) | 14.8% | -3.2%[46.1 µM] | -4.7% | 10.1% | 5.2% | -2.6% | -6.0%[38.3 µM]
COc1ccc(NS(=O)(=O)c2ccc(S(=O)(=O)N3CCOCC3)cc2)cc1 | -1.0% | 3.1% | -11.9% | 2.2% | -25.3% | 1.1% | 11.1%
COc1ccc(S(=O)(=O)NCc2ccccn2)cc1Cl | -0.3% | 0.9%[46.1 µM] | 6.2% | 8.0% | 4.1% | 0.0% | 0.8%[38.3 µM]
COC(=O)c1ccccc1COn1c(=O)c(C)[n+]([O-])c2ccccc21 | 0.7% | -1.9%[46.1 µM] | ? | 1.7% | nt | ? | 18.8%[38.3 µM]
CCOc1ccc(OCCN2CCCCC2)cc1 | -0.6% | 8.4% | 2.8% | ? | -11.1% | -0.9% | 3.2%
COc1ccc(/C=N\NC(=O)c2sc(N)nc2C)cc1OC | -4.0% | -4.8%[46.1 µM] | ? | -7.9% | -1.2% | 1.8% | 16.3%[38.3 µM]
Cc1ccc(Oc2ncccc2/C=N/O)cc1 | 6.6% | -6.9%[46.1 µM] | -7.5% | 0.3% | 2.9% | 0.0% | -3.6%[38.3 µM]
Cc1ccc(S(=O)(=O)NCCCC(=O)C=[N+]=[N-])cc1 | -1.9% | -1.9%[46.1 µM] | -1.5%[9.22 µM] | 2.0% | 0.5% | 1.9% | 1.9%[38.3 µM]
CC(C)(C)OC(=O)C1C(=O)CC(C)(O)C(C(=O)OC(C)(C)C)C1c1ccco1 (stereo unspecified) | 1.7% | -14.1% | 21.3% | -0.6% | -23.7% | -1.0% | 4.5%
COc1ccc(C(c2oc(CO)cc(=O)c2O)c2oc(CO)cc(=O)c2O)cc1OC | 1.6% | 5.4% | 0.0% | -2.4% | nt | 0.0% | -5.9%
CCOC(=O)C1=C(C)C(c2ccccc2OC)NC(=O)N1 (stereo unspecified) | -5.1% | -10.9%[46.1 µM] | 4.6% | -5.2% | nt | -1.6% | -9.0%[38.3 µM]
COc1ccc(C(=O)NCC(=O)OCC(=O)Nc2cc(OC)ccc2OC)cc1 | -4.2% | 2.0%[46.1 µM] | -14.9% | 8.2% | nt | 1.4% | 24.6%[38.3 µM]
Cn1c(N)c(C#N)c(C#N)c1-c1ccccc1 | -3.1% | -8.4%[46.1 µM] | 0.9% | -4.4% | -5.5% | -0.9% | -14.5%[38.3 µM]
[O-]c1c[n+](-c2ccc(-[n+]3cc([O-])on3)cc2)no1 | -1.9% | -7.5% | 5.7%[9.22 µM] | -4.6% | ? | -1.9%[10.1 µM] | 7.0%
O=C(/C=C/c1ccco1)NCC1OCCc2ccccc21 (stereo unspecified) | nt | 4.3% | 16.5%[9.22 µM] | ? | 22.4µM* | -1.1% | nt
O=C(CSc1nnc(SCc2ccc(Cl)cc2)s1)N/N=C/c1c[nH]c2ccccc12 | -5.5% | -31.2% | -6.8% | -0.7% | -15.2% | 7.7% | -0.7%
O=S(=O)(c1ccc(F)cc1)N1CCN(c2nc(-c3ccc(F)cc3)cs2)CC1 | -0.2% | -17.6%[46.1 µM] | -7.5% | 1.5% | 35.5%[activator] | -1.0% | -7.4%[38.3 µM]
Cn1ccnc1SCc1cc(=O)[nH]c2ccccc12 | 5.4% | 8.5%[46.1 µM] | -17.0% | 7.0% | -6.5% | 0.0% | 20.6%[38.3 µM]
Cc1csc(-c2cnn(-c3ccccc3)c2NC(=O)c2cccc(F)c2)n1 | -6.7% | -4.4%[46.1 µM] | -0.7% | 0.5% | nt | -1.9% | -1.9%[38.3 µM]
CC(=O)c1ccc(NC(=O)CN2C(=O)/C(=C/C(C)=C/c3ccccc3)SC2=S)cc1 | -2.7% | -1.5% | ? | -29.9% | 1.6% | 1.5% | -5.8%
COc1ccc(C2=C(Nc3ccc(C)cc3)c3ccccc3C2=O)cc1 | -2.2% | -2.0% | 15.5% | -21.4% | -13.3% | 2.1% | 7.5%
COCCNc1nc2nonc2nc1N(C)Cc1ccc(C)cc1 | nt | 19.8% | 0.0%[9.22 µM] | 6.3% | -0.7% | 0.0% | 2.3%

Screening data as filed in PubChem.
